# From PubChem
# hIAP inh: human IAP inhibitors, primary screen, biochemical, luminescence, uHTS; purified IAP, CDP-Star luminescence, 30 min; inhibition, % at 10 µM; actives 0.12% (n = 330,000); AID 2544, 2010;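 active = inhibition reaching a set limit with compound at 10 µM in the primary screen, cut at about 35% in these data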;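 also: plate controls were DMSO wells with enzyme for no effect and no-enzyme buffer wells for full effect; values of inactives mirror those of a sister screen read the other way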
# mIAP block: inhibitors of mouse IAP, primary screen, biochemical, luminescence, uHTS; actives 0.2% (n = 330,000); intestinal alkaline phosphatase [Mus musculus]; inhibition, % at 10 µM; purified mouse IAP, CDP-Star luminescence, 30 min;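 active = inhibition of at least 40% at 10 µM in the primary screen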;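 also: plate controls were DMSO with enzyme for no effect and no enzyme wells for full effect; values of inactives mirror those of a sister screen read the other way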
# APOBEC3A inh: APOBEC3A ssDNA deaminase inhibitors, primary screen, selectivity assay for APOBEC3G inhibitor project, biochemical, FAM/TAMRA oligo cleavage fluorescence; inhibition, % at 20 µM; actives 0.41% (n = 330,000); DNA dC->dU-editing enzyme APOBEC-3A (Homo sapiens), P31941; recombinant A3A, FAM/TAMRA ssDNA deamination fluorescence;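 active = at least 40% inhibition at 20 µM here, with at most 30% in a related deaminase screen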;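 also: plate controls were A3A with DMSO for no effect and wells lacking A3A enzyme for full effect; some results filed as inactive read as strong as hits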
# Target sequence (P31941 whole entry, looked up): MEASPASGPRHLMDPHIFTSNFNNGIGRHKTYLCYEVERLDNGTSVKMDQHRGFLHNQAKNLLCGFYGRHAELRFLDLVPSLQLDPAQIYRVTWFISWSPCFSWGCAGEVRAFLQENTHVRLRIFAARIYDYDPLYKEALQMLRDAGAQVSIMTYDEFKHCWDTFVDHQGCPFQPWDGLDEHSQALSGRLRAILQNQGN
# HKDC1 inhibitor: HKDC1 hexokinase inhibitors, primary screen, biochemical, fluorescence, uHTS | actives 0.16% (n = 340,000) | AID 493160, 2011 | recombinant HKDC1, G6PDH/diaphorase resazurin coupled fluorescence | Q2TB90 | inhibition, % at 20 µM;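 active = inhibition above about 35% when tested at 20 µM, limit read from the data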;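 also: plate controls were DMSO wells with enzyme for no effect and DMSO wells lacking enzyme for full effect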
#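 Test system: recombinant HKDC1 (HK5) hexokinase enzyme, produced in-house / Doses: 20 µM test compound, 1% DMSO / Timing: 90 min, room temperature / Detection: G6PDH/diaphorase-coupled fluorescence, 1 mM NADP, 100 µM resazurin, 525/613 nm / Control set: DMSO wells with and without enzyme mix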
# hIAP activ: human IAP activators, primary screen, biochemical, luminescence, uHTS | Intestinal-type alkaline phosphatase (Homo sapiens), P09923 | purified human IAP, CDP-Star luminescence, 30 min; hits give high values; 1 = vehicle-only enzyme, 0 = enzyme-free background | activation factor at 10 µM | actives 0.16% (n = 330,000) | AID 2524, 2010;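 active = activation factor of the enzyme at least 2-fold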; also: the source names both 10 and 20 µM as test concentration; values of inactives mirror those of a sister screen read the other way
# ATG4B inh: ATG4B protease inhibitors, primary screen, biochemical, fluorescence, uHTS. Cysteine protease ATG4B (Homo sapiens), Q9Y4P1. actives 0.51% (n = 340,000). ATG4B cleavage of LC3-PLA2, NBD-HPC fluorescence, 1 h. inhibition, % at 8.33 µM. AID 504462, 2011; in the data active = inhibition above about 40%
# Target sequence (Q9Y4P1 whole entry, looked up): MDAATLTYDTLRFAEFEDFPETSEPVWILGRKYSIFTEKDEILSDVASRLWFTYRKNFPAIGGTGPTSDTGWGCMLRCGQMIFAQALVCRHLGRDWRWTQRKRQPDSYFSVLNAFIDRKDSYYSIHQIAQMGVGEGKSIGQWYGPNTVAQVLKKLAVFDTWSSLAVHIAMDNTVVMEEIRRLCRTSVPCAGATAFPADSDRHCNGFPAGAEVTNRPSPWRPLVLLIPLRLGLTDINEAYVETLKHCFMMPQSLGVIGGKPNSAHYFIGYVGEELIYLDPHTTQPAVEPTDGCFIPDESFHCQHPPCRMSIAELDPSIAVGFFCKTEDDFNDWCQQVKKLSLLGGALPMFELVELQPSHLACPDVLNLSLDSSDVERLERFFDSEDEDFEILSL
# PfG6PD inh: PfG6PD enzyme inhibitors, primary screen, biochemical, fluorescence intensity, uHTS; glucose-6-phosphate dehydrogenase-6-phosphogluconolactonase (Plasmodium falciparum 3D7); PfGluPho enzyme, NADPH resazurin-diaphorase fluorescence; inhibition, % at 20 µM; actives 0.78% (n = 350,000); AID 504690, 2011;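 active = inhibition reaching at least a set limit at 20 µM in the primary screen, cut at about 59% in these data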;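 also: 0% = DMSO wells with substrate and 100% = DMSO wells lacking glucose-6-phosphate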
# mIAP act: activators of mouse IAP, primary screen, biochemical, luminescence, uHTS | intestinal alkaline phosphatase [Mus musculus] | muIAP, CDP-Star luminescence, 30 min; hits give high values; 1 = vehicle-only enzyme signal, 0 = enzyme-free wells | AID 2805, 2010 | activation factor at 10 µM | actives 0.24% (n = 330,000);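 active = activation factor of at least 2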; also: the source names both 10 and 20 µM as test concentration; values of inactives mirror those of a sister screen read the other way
#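 also added = chemiluminescent substrate CDP-Star | test system = mouse IAP enzyme | signal = chemiluminescence readout | compound = DMSO-dissolved test compounds | incubation = 30 min at room temperature | benchmarks = DMSO wells, no-enzyme wells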
# Numbers without * were called inactive; x = not tested or not shown.
item	structure	hIAP inh	mIAP block	APOBEC3A inh	HKDC1 inhibitor	hIAP activ	ATG4B inh	PfG6PD inh	mIAP act
1	CCn1cc([C@@H]2C[C@H]3CN(Cc4cccc(Cl)c4)C(=O)[C@]34CCCN24)c(C)n1	0	1	-2	2	1	5	-10	0.99
2	CCOC(=O)N1CCN(c2ccc(C(C)=O)cc2F)CC1	-9	3	-1	0	1.1	-8	-4	0.97
3	Cc1ccc(C(=O)N/C(=C\c2cccs2)C(=O)NCC2CCCO2)cc1C (stereo not given)	7	-3	-4	-2	0.93	4	8	1
4	CCCCn1c(N)c(N(CCC(C)C)C(=O)C2CC(=O)N(c3cccc(SC)c3)C2)c(=O)[nH]c1=O (stereo not given)	12	-1	45*	-3	0.88	2	1	1
5	O=C(Nc1cc(C(F)(F)F)ccc1N1CCOCC1)c1cn2ccccc2n1	2	5	1	-6	0.98	-6	3	0.95
6	CCCCC(=O)Nc1cnc(NC(=O)c2ccco2)cc1C	0	1	-1	-2	1	-4	8	0.99
7	COc1ccc(OC)c(NC(=O)C2CCN(Cc3cnn(-c4ccccc4)c3-n3cccc3)CC2)c1	3	-10	1	1	0.97	-8	2	1.1
8	COCCNC(=O)CN(C(=O)CCC(=O)Nc1ccccn1)c1ccc(C)cc1C	16	2	-1	-3	0.84	-6	-1	0.98
9	Cn1nc(C2CC2)cc1NC(=O)CC(CC(=O)O)c1ccccc1 (stereo not given)	-22	-2	-2	0	1.2	-1	11	1
10	COc1ccc(NC(=O)Cn2c(=O)n(CC3CCCO3)c(=O)c3cc(OC)c(OC)cc32)c(OC)c1 (stereo not given)	3	-3	1	-8	0.97	-2	6	1
11	O=C(C1CCCN(S(=O)(=O)c2ccc(F)cc2)C1)N1CCCCC1 (stereo not given)	17	1	2	2	0.83	-1	-16	0.99
12	O=C(CN1CCN(S(=O)(=O)c2ccc(Cl)cc2)CC1)Nc1ccc2c(c1)OCCO2	7	3	0	-6	0.93	-10	9	0.97
13	COc1ccccc1Nc1nc(-c2sc(NC(=O)CC(C)C)nc2C)cs1	-2	11	-6	-2	1	4	18	0.89
14	CN(C)c1nc2ccccc2c(N)c1-c1ccccc1	-9	-7	4	3	1.1	1	-19	1.1
15	CCOc1ccccc1Oc1ccc(C(F)(F)F)cn1	12	5	6	0	0.88	-1	19	0.95
16	OC(CN1CCOCC1)Cn1cnc2ccccc21 (stereo not given)	-9	-2	0	0	1.1	-3	5	1
17	O=C(Nc1cccc(F)c1)c1c(F)c(F)c(F)c(F)c1F	-16	-3	-3	0	1.2	-2	12	1
18	CCN1CCN(CCCN(Cc2ccco2)C(=S)Nc2ccc(Cl)cc2)CC1	4	8	1	0	0.96	-8	6	0.92
19	CCOC(=O)c1c(NC(=O)CN2C(=O)NC3(CCCCC3)C2=O)sc(C)c1-c1ccc(C)cc1	10	2	-1	-1	0.9	5	-10	0.98
20	Cc1ccc2cccc(OCC(=O)N3CCc4ccccc43)c2n1	-11	3	6	0	1.1	-14	14	0.97
21	O=C(c1cc(-c2ccncc2)nc2ccc(Br)cc12)N1CCN(c2ccccn2)CC1	3	6	-2	-2	0.97	-12	1	0.94
22	CC1=C(C(=O)N(C)C)C(c2ccc(C)s2)NC(=S)N1 (stereo not given)	-1	-8	-5	16	1	3	-8	1.1
23	Cc1c(C(=O)OC(C)C)sc(N)c1C(=O)OC(C)C	26	3	1	-8	0.73	11	12	0.97
24	O=C(c1ccco1)N1CCN(CC(O)COc2ccc3oc4ccccc4c3c2)CC1 (stereo not given)	0	0	0	-2	1	-24	-8	1
25	CCOc1cc(N2CCOCC2)c(OCC)cc1NC(=O)c1ccc(OC)c(S(=O)(=O)N2CCOCC2)c1	1	-1	-2	5	0.99	-2	42	1
26	O=C(c1cc([N+](=O)[O-])ccc1Cl)N1CCN(c2ccc([N+](=O)[O-])cc2)CC1	16	12	-3	-9	0.84	-8	2	0.88
27	Cc1c(C(=O)N2CCCCC2)c(S(=O)(=O)NCCc2ccc(S(N)(=O)=O)cc2)c(C)n1C	11	1	-3	-3	0.89	-1	0	0.99
28	COc1ccc(Cl)cc1C(=O)Nc1cccc2ncccc12	-1	2	-6	-8	1	0	-2	0.98
29	Cc1cc2ccccc2c(=O)n1CC(=O)Nc1ccc2c(c1)OCO2	14	-2	-1	-4	0.86	-8	3	1
30	CCOC(=O)C1=C(C)N=c2s/c(=C/c3ccc(OCC(=O)O)cc3)c(=O)n2C1c1ccc(SC)cc1 (stereo not given)	4	17	-3	x	0.96	x	x	0.83

# Reprinted at random: two records from the list, in no set order.
item	structure	hIAP inh	mIAP block	APOBEC3A inh	HKDC1 inhibitor	hIAP activ	ATG4B inh	PfG6PD inh	mIAP act
23	Cc1c(C(=O)OC(C)C)sc(N)c1C(=O)OC(C)C	26	3	1	-8	0.73	11	12	0.97
24	O=C(c1ccco1)N1CCN(CC(O)COc2ccc3oc4ccccc4c3c2)CC1 (stereo not given)	0	0	0	-2	1	-24	-8	1

# Molecules listed so far with a Cl atom (five):
item	structure	hIAP inh	mIAP block	APOBEC3A inh	HKDC1 inhibitor	hIAP activ	ATG4B inh	PfG6PD inh	mIAP act
1	CCn1cc([C@@H]2C[C@H]3CN(Cc4cccc(Cl)c4)C(=O)[C@]34CCCN24)c(C)n1	0	1	-2	2	1	5	-10	0.99
12	O=C(CN1CCN(S(=O)(=O)c2ccc(Cl)cc2)CC1)Nc1ccc2c(c1)OCCO2	7	3	0	-6	0.93	-10	9	0.97
18	CCN1CCN(CCCN(Cc2ccco2)C(=S)Nc2ccc(Cl)cc2)CC1	4	8	1	0	0.96	-8	6	0.92
26	O=C(c1cc([N+](=O)[O-])ccc1Cl)N1CCN(c2ccc([N+](=O)[O-])cc2)CC1	16	12	-3	-9	0.84	-8	2	0.88
28	COc1ccc(Cl)cc1C(=O)Nc1cccc2ncccc12	-1	2	-6	-8	1	0	-2	0.98

# Next part:
item	structure	hIAP inh	mIAP block	APOBEC3A inh	HKDC1 inhibitor	hIAP activ	ATG4B inh	PfG6PD inh	mIAP act
31	O=C(CCn1cnc2ccccc2c1=O)Nc1nc2c(s1)CCCC2	4	1	-2	2	0.96	-9	-7	0.99
32	C=CCn1c(N)cc(=O)nc1SCC(=O)Nc1cccc2ccccc12	-2	-6	6	-4	1	-2	-11	1.1
33	CC(=O)Nc1ccc(-c2nnn(CC(=O)c3ccccc3)n2)cc1Cl	-3	2	-2	1	1	-4	8	0.98
34	CCc1ccc(Nc2n[n+](-c3ccccc3)c(-c3cccc(Cl)c3Cl)s2)cc1	14	7	-1	6	0.86	0	1	0.93
35	COc1ccc([N+](=O)[O-])cc1N(CC(O)CN1CCCC1)S(=O)(=O)c1ccc(C)cc1 (stereo not given)	2	2	5	-11	0.98	-10	4	0.98
36	O=Cc1cnc(N2CCN(Cc3ccccc3)CC2)s1	-12	-12	-4	-2	1.1	-3	6	1.1
37	COCCn1ccc2c(OCC(=O)Nc3cccc(NC(C)=O)c3)cccc2c1=O	-8	0	2	-1	1.1	-11	0	1
38	CN1CCCC(OC(=O)CCCC(=O)OC2CCCN(C)C2)C1 (stereo not given)	6	9	-5	-6	0.94	-8	-16	0.91
39	Cc1ccc(Nc2nnc(SCC(=O)N(C)C3CCS(=O)(=O)C3)s2)cc1 (stereo not given)	8	0	4	-4	0.92	3	20	1
40	CCCSc1nc2c(=O)[nH][nH]c(=O)c2n1Cc1ccccc1	4	0	0	5	0.96	9	-3	1
41	COc1ccc(OCc2nnc(SCC(=O)Nc3ccccc3F)o2)cc1	-18	10	-1	-6	1.2	-5	-15	0.9
42	CSCCC(=O)N1CCC(n2nccc2NC(=O)CCc2ccccc2)CC1	-14	1	-5	-8	1.1	-1	15	0.99
43	CCOc1cc(/C=N/NC(=O)C(C)Sc2ccccc2)ccc1O (stereo not given)	-10	1	-3	-9	1.1	-7	4	0.99
44	CC1CN(CCCCSc2ccc(Cl)cc2)CC(C)O1 (stereo not given)	-1	-3	-6	-4	1	-2	-8	1
45	COc1ccc(OC)c(S(=O)(=O)NC(N)=NCCc2ccccc2)c1	-1	-6	4	-8	1	1	-22	1.1
46	Cc1noc(C)c1C(=O)Nc1sc(C)c(-c2ccccc2)c1C#N	16	14	-1	-1	0.84	-7	30	0.86
47	O=C1C2CCCCN2C(=O)N1CCCN1CCN(c2ccc(F)cc2)CC1 (stereo not given)	10	-7	-7	5	0.9	6	-15	1.1
48	Cc1cc([N+](=O)[O-])ccc1NC(=O)CCC(=O)N1CCCCCC1	-8	4	-2	-4	1.1	-8	4	0.96
49	COc1ccc(/C=C/CN2CCN(CCc3ccccc3)C(CCO)C2)cc1 (stereo not given)	6	-6	2	-7	0.94	-15	11	1.1
50	CCCOc1ccc(N2C(=O)CC(SC(=N)N3N=C(c4ccccc4)CC3c3ccccc3)C2=O)cc1 (stereo not given)	7	-2	-2	1	0.93	-2	14	1
51	Cc1ccc(Sc2c(C)nn(C(=O)CNS(=O)(=O)c3ccc(F)cc3)c2C)cc1	-14	4	0	-5	1.1	-1	31	0.96
52	Cc1ccc(C)c(NC(=O)c2cc3ccccn3n2)c1	3	3	2	-4	0.97	-4	16	0.97
53	CCc1ccccc1NC(=O)Cc1cn(C)c2ccccc12	-1	3	1	2	1	9	-18	0.97
54	Cc1ccccc1NC(=O)CSc1nnnn1C	-6	-8	0	-6	1.1	1	-8	1.1
55	CN1C(C(=O)NCc2ccc(OC(F)(F)F)cc2)CC2Cn3c(nc4ccccc43)C21 (stereo not given)	5	2	-3	8	0.95	0	-20	0.98
